Gli-Sufu block: blocks Gli-Sufu signaling in a luciferase reporter; Sufu-KO-LIGHT fibroblasts, Gli luciferase reporter luminescence; inhibition, % at 5 µM; hit rate 0.74% among 340,000; AID 588413;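 active = inhibition above about 55%, limit read from the data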;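 also: 0% = DMSO-treated cells and 100% = wells with medium but no cells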
EBI2 antag: blocks human EBI2 receptor beta-arrestin signaling; hit rate 0.81% among 360,000; AID 651636; P32249; inhibition, % at 5 µM; EBI2 beta-arrestin recruitment, luminescence, 7a,25-OHC stimulated; in the data active = inhibition above about 38%;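 also: enzyme fragment complementation signal reports receptor beta-arrestin coupling in cells; 0% = agonist plus DMSO wells and 100% = wells without agonist; some results beyond the cut were filed as inactive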
CXCR6 inh: blocks human CXCR6 beta-arrestin recruitment; O00574; CHO-K1 PathHunter CXCR6 beta-arrestin, luminescence; inhibition, % at 20 µM; hit rate 0.36% among 360,000; in the data active = inhibition above about 34%, passing the limit was not always enough;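 also: antagonist mode with CXCL16 agonist at 10 nM final; 0% = 10 nM CXCL16 with DMSO and 100% = unstimulated wells without agonist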
APJ antag: blocks the human apelin receptor APJ | P35414 | CHO-K1 APJ beta-arrestin complementation, luminescence | inhibition, % at 20 µM | hit rate 0.32% among 330,000 | AID 2521;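 active = inhibition above about 40% at 20 µM, limit read from the data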;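 also: cells challenged with 10 nM apelin-13 agonist together with compound; plate controls were apelin-13 plus DMSO wells for no effect and DMSO wells lacking apelin-13 for full effect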
Target sequence (P35414 whole entry, looked up): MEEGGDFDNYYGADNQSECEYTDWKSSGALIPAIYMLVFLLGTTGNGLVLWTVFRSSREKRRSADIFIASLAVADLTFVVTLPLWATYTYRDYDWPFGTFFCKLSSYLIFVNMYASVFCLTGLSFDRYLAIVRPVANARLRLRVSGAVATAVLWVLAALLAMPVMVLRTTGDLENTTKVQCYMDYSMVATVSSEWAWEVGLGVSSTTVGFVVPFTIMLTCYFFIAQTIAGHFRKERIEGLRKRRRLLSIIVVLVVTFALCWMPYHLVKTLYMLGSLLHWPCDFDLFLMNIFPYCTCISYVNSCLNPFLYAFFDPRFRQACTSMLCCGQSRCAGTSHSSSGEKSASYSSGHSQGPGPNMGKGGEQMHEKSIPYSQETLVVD
APJ agonist: agonists of human APJ apelin receptor; hit rate 0.11% among 330,000; activation, % at 20 µM; CHO-K1 APJ PathHunter beta-arrestin, luminescence; 0% DMSO wells, 100% apelin;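 active = activation more than six SD over the plate average, tested at 20 µM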;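 also: 0% = DMSO alone and 100% = apelin-13 at 10 nM; some results filed as inactive read as strong as hits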
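Test system: CHO-K1 APJ beta-arrestin complementation cell line | Compound: Single test compound dose, 20 µM final, 1% DMSO | Incubation: Compound 90 min 25 °C, reagent 1 h | Measured by: beta-gal luminescence | Read-out basis: APJ–arrestin association signal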
UBC13 polyUb: blocks human UBC13 polyubiquitin chain formation; P61088; TR-FRET; inhibition, % at 20 µM; hit rate 0.47% among 330,000; AID 485273; in the data active = inhibition above about 45%, passing the limit was not always enough
Target sequence (P61088 whole entry, looked up): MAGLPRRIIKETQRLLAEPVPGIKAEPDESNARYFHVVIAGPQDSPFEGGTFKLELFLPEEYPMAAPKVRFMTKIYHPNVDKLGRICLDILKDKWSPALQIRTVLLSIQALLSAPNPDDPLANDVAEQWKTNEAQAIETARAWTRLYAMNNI
CCR6 antagonist: blocks CCL20-driven beta-arrestin recruitment at human CCR6; inhibition, % at 20 µM; AID 493098; CHO-K1 CCR6 PathHunter beta-arrestin, luminescence, CCL20-stimulated; hit rate 0.49% among 340,000; P51684;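 active = compounds whose inhibition of the agonist-driven luminescence signal at 20 µM reaches about 50%, limit read from the data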;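 also: cells stimulated with CCL20 at 14 nM final; plate controls were DMSO with CCL20 for no effect and DMSO without agonist for full effect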
Target sequence (P51684 whole entry, looked up): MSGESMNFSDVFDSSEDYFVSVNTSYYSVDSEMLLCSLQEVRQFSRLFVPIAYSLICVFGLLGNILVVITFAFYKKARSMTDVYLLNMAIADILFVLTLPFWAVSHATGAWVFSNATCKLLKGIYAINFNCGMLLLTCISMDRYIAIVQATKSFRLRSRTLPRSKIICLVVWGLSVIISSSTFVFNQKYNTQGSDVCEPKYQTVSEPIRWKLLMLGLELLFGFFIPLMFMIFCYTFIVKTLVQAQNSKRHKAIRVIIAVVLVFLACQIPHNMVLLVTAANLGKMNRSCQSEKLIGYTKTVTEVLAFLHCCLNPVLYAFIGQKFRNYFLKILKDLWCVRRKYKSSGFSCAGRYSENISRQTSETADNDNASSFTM
ATG4B inh: ATG4B (human) cysteine protease inhibition; inhibition, % at 8.33 µM; hit rate 0.51% among 340,000; Q9Y4P1; ATG4B cleavage of LC3-PLA2, NBD-HPC fluorescence, 1 h; AID 504462; in the data active = inhibition above about 40%
* marks the source's active call; other numbers are inactive results; / = not tested or not shown.

SMILES	Gli-Sufu block	EBI2 antag	CXCR6 inh	APJ antag	APJ agonist	UBC13 polyUb	CCR6 antagonist	ATG4B inh
O=C(/C=C/c1ccccc1Cl)N(Cc1cccs1)C1CCS(=O)(=O)C1 (centres undefined)	7	-12	9	-7	0	-4	14	-13
COC(=O)C(CC(C)C)NC(=O)C(Cc1ccccc1)NC(=O)C1CCCN1C(=O)OC(C)(C)C (centres undefined)	-2	6	36	48*	-6	-1	52*	-7
Cc1cccnc1N1C(=O)c2ccc(C(=O)O)cc2C1=O	0	-3	4	4	-3	-3	4	-10
CCc1ccc(NC(=O)c2cc(S(=O)(=O)N3CCCC3)c[nH]2)cc1	3	7	2	6	0	-5	5	-15
CCN(CC)C(=O)CSc1nc2ccccc2c(=O)n1OC(C)C	-6	-4	9	17	-3	3	14	-5
CC(C)(C)c1csc(Sc2ccc([N+](=O)[O-])cn2)n1	5	0	-10	5	5	0	-8	-2
CC(C)(C)c1csc(NC(=O)c2ccc(Br)o2)n1	-38	-6	3	-8	-4	-2	19	3
O=C(Nc1ccccc1)C1=C[C@H](C2CC2)C[C@H](OCCCCO)O1	-7	-3	5	3	1	1	8	-5
OCCN1CCN(Cc2cc(Cl)c3cccnc3c2O)CC1	-3	-4	2	-14	7	-18	-5	2
Nc1[nH]ncc1-c1ccccc1	36	-11	1	9	0	-6	11	1
COc1ccc(/C(C)=N/NC(=O)c2cc(C)[nH]n2)c(OC)c1	4	5	-1	-8	1	-1	8	-1
COc1cc(OC)cc(C(=O)N2CCN=C2SCc2cccnc2)c1	-9	-4	2	-6	-6	11	5	-1
CN(CC(=O)Nc1ccc(F)cc1)CC(=O)Nc1ccc(F)c(F)c1F	3	2	1	-13	2	-3	17	-4
CCCN1CCN(CCCNC(=O)Cn2nc(-c3ccccc3)ccc2=O)CC1	-1	0	-1	13	4	0	10	-9
CC(C)c1nccn1CCC(=O)O	22	-8	4	5	-5	2	6	-5

Single entries from the list.
CC(C)(C)c1csc(NC(=O)c2ccc(Br)o2)n1 @ APJ agonist: -4
COc1cc(OC)cc(C(=O)N2CCN=C2SCc2cccnc2)c1 @ APJ agonist: -6
CC(C)(C)c1csc(Sc2ccc([N+](=O)[O-])cn2)n1 @ APJ agonist: 5
COc1ccc(/C(C)=N/NC(=O)c2cc(C)[nH]n2)c(OC)c1 @ CCR6 antagonist: 8
O=C(/C=C/c1ccccc1Cl)N(Cc1cccs1)C1CCS(=O)(=O)C1 (centres undefined) @ EBI2 antag: -12

Back to the main list, starting 2 compounds before the break.
SMILES	Gli-Sufu block	EBI2 antag	CXCR6 inh	APJ antag	APJ agonist	UBC13 polyUb	CCR6 antagonist	ATG4B inh
CCCN1CCN(CCCNC(=O)Cn2nc(-c3ccccc3)ccc2=O)CC1	-1	0	-1	13	4	0	10	-9
CC(C)c1nccn1CCC(=O)O	22	-8	4	5	-5	2	6	-5
CC(=O)NCc1ccc(-c2csc(NC(=O)CCCc3nc4ccccc4c(=O)[nH]3)n2)cc1	-2	3	-2	26	-5	6	0	-5
O=C(c1ccccc1)c1ccc(OCC(O)CN2CCN(Cc3ccccc3)CC2)cc1 (centres undefined)	13	-5	-5	10	1	8	19	-8
CCc1cccc(CC)c1NC(=O)CN1CCN(c2ccccc2)CC1	12	-1	3	15	-2	4	13	-7
COc1ccc(NC(=O)CC2S/C(=N\c3nccs3)N(C)C2=O)cc1 (centres undefined)	-12	3	-1	2	0	-11	12	-14
O=C(c1ccc2ccccc2c1)c1c[nH]cc1-c1ccccc1	-3	14	7	2	-7	10	0	1
O=S(=O)(c1ccc(Cl)cc1Br)N1CCCCC1	-3	-2	-4	-17	-3	6	2	6
Cc1ccc(/C=N/NC(=O)CNC(=O)COc2ccccc2)o1	-3	-13	-23	6	-2	-13	13	0
COc1ccc(-c2nn(-c3ccccc3)cc2C#N)cc1	-36	5	-4	-21	-1	0	-13	3
CCC(CO)NCc1ccc(OCC(=O)Nc2cccc(C(F)(F)F)c2)c(OC)c1 (centres undefined)	8	0	-16	12	-2	30	1	0
CCOC(=O)c1sc(NC(=O)CCCCCN2C(=O)c3cccc4cccc(c34)C2=O)nc1C	14	1	2	/	/	/	4	0
O=C(CN(Cc1ccco1)C(=O)c1ccc([N+](=O)[O-])cc1)Nc1ccccc1C(F)(F)F	7	10	0	-20	-1	7	8	-3
O=S(=O)(NCc1csc(-c2cccnc2)n1)c1ccc(Br)cc1	5	-4	-5	12	0	-4	4	-13
CC1(C)CC(NC(=O)COc2ccc([N+](=O)[O-])cc2)CC(C)(C)N1	14	8	-7	6	-2	2	-2	3
C/C(=N\O)c1c(C)c2ccccc2n1C	0	-2	-9	-11	4	-8	-4	-7
O=C(Cn1nnc2ccccc21)c1ccc([N+](=O)[O-])cc1	-10	0	2	-68	5	11	3	-6
NC(=O)c1ccccc1NC(=O)CC1(CC(=O)O)CCCC1	31	1	3	10	-1	8	0	-6
CCC(C(=O)O)n1c(C(F)(F)F)nc2ccccc21 (centres undefined)	5	-6	0	7	-2	0	6	3
COc1ccc(C2N(C(C)=O)CCN2S(=O)(=O)c2ccc(C)cc2)cc1 (centres undefined)	-8	12	-16	23	-6	-2	-1	4
Cc1cccc(C)c1NC(=O)C(c1ccccc1)N1CCN(C(=O)c2ccco2)CC1 (centres undefined)	2	-3	12	-9	-1	1	5	-6
Cc1[nH]n(-c2ccccc2)c(=O)c1/C=N/N(c1ccccc1)c1ccccc1	-1	-11	11	-14	-3	-5	13	5
C=CCn1c(SCC(=O)c2[nH]c(C)c(C(=O)OCC)c2C)nc2scc(-c3ccc(OC)cc3)c2c1=O	20	-2	-6	/	/	/	17	-10
O=C(OCCCOc1ccc(F)cc1)c1ccc(O)cc1O	-1	-13	-9	3	3	-7	-11	-6
Cc1ccc(C(=O)N/N=C\c2cc3c(cc2Br)OCO3)cn1	-1	-1	-8	-17	2	0	8	-7
CCOc1ccc(OCC)c(S(=O)(=O)N2CCCCC2)c1	6	-11	2	-11	4	5	-2	0
O=C1CC(N2CCOCC2)C(=O)N1c1ccccc1Cl (centres undefined)	-1	-11	2	-3	-2	-2	-6	-5
Fc1ccc(C[n+]2csc3ccccc32)cc1	32	15	-2	-11	-1	-3	1	2
O=C(Cn1ccn(-c2ccc(F)c(Cl)c2)c(=O)c1=O)NCCc1ccccc1	4	-3	-5	7	-3	-7	14	-1
O=C(Cc1nc2ccccc2[nH]1)c1ccc(Br)cc1	-15	7	-4	5	-6	-3	38	0
COCCOC(=O)C1=C(C)Nc2ncnn2C1c1ccco1 (centres undefined)	-4	-6	6	1	4	-6	-3	0
CC1CC(C)CN(CC(O)COCc2ccccc2)C1 (centres undefined)	13	0	2	6	-4	9	-7	2
Cc1c(O)cc2n(c1=O)-c1ccc(Cl)cc1C2(C)C	3	6	-12	7	-2	5	8	-7
CCC1CCCCN1CCCNC(=O)C1CCN(c2ncnc3c2nc2n3CCCCC2)CC1 (centres undefined)	14	-5	-2	3	12	53*	-6	-10
COC(=O)Cc1c(O)ccn(C2CC2)c1=O	-14	-5	19	0	-4	1	-1	7
COc1cccc(C2=CC(=O)C(C(C)(C)C)N2C(C)(C)C)c1 (centres undefined)	-12	15	-4	/	/	/	11	7
CCOC(=O)C1=C(C)NC(=S)NC1c1ccc(C)s1 (centres undefined)	-18	0	-8	7	1	15	5	-1
COc1ccc(N(CC(=O)Nc2ccc3c(c2)OCCO3)S(=O)(=O)c2c(C)nn(C)c2C)cc1	12	-9	3	-21	0	5	14	-3
CC1=CCC2(CO)COC(c3ccccc3O)C1C2 (centres undefined)	-2	-2	0	-5	8	6	-11	-4
CN(C)c1nc(Cl)nc(N(C#N)CCOc2ccccc2)n1	3	-7	-9	6	-3	-2	15	-2
O=C(C1CCN(Cc2ccccc2)CC1)N1CCN(C/C=C/c2ccccc2)CC1	18	-4	-3	-11	0	2	15	38
Nn1c(SCC(=O)Nc2c(Cl)cccc2Cl)nncc1=O	-1	1	2	-6	-3	0	6	-3
N=c1c(S(=O)(=O)c2ccc(Cl)cc2)cc2c(=O)n3ccccc3nc2n1CCc1ccccc1	/	17	14	17	-4	-6	/	/
Cc1c(O)ccc(C(=O)CN2C(=O)c3ccccc3C2=O)c1O	8	-2	3	-13	1	-6	2	-4
CN(C)c1nc(=NCc2ccco2)ss1	7	13	100*	/	/	/	104*	-6
CCOC(=O)c1c(C)nc2c(c1-c1ccc(OC)cc1)C(=O)CC(C)(C)C2	2	5	0	19	2	1	5	-16
CC1=NN(C(=O)c2ccc(Br)cc2)C(O)(c2ccccc2)C1 (centres undefined)	-18	7	23	33	-6	7	46	3
O=C(CSc1ccc(Cl)cc1)NC(=O)NCc1ccco1	2	7	-1	-12	0	-6	2	-1
Nc1ccn(Cc2cccc(F)c2)n1	-10	1	1	-8	-3	15	18	-1
CCS(=O)(=O)N1CCN(c2ccc(C(=O)NC3C4CC5CC(C4)CC3C5)cc2[N+](=O)[O-])CC1 (centres undefined)	-5	7	7	-11	-3	-6	10	-5
COc1ccc(-c2cc(C(F)(F)F)nc(NCc3ccco3)n2)cc1OC	6	10	5	11	-2	18	2	-2
Cc1cc(Br)c2c(c1)C1(OCCO1)C(=O)N2	-3	5	9	-4	-4	-1	15	-4
O=C(NC(=S)Nc1ccc(Cc2ccncc2)cc1)c1ccccc1F	-18	2	13	-8	-5	-1	24	52*
Cc1ccc(NCCC(=O)c2ccc(Cl)cc2)cc1	2	11	-3	13	-6	8	8	0
O=C(COC(=O)c1ccc(Cl)nc1)Nc1ccc(S(=O)(=O)N2CCCC2)cc1	0	-4	-2	-9	-1	-9	10	1
COc1ccc(CC(=O)NNc2ncnc3c2cnn3C)cc1OC	-1	-3	5	-3	-2	1	6	-4
O=C(CCn1ccc2ccccc21)NC1CCCc2ccccc21 (centres undefined)	12	9	-7	12	-2	-6	-3	-6
CCN(C[C@H]1N[C@@](CC)(C(=O)OC)[C@H]2C(=O)N(C)C(=O)[C@@H]12)C(=O)Nc1ccc(OC)cc1	-15	-4	-1	3	0	1	0	2
O=C(CCl)Nc1cc(S(=O)(=O)N2CCOCC2)ccc1N1CCOCC1	0	-12	5	26	-2	-3	6	-5
COc1ccc(C)cc1NC(=O)c1ccc2c(SCC(=O)O)c3c(nc2c1)CCCC3	7	2	-1	18	-5	-20	1	-10
Cc1c(NC(=O)c2cn3ccccc3n2)cccc1-n1cnnn1	-7	-5	-1	-8	-2	-18	0	30
Cc1ccc(Nc2nc(=O)c3cc([N+](=O)[O-])ccc3s2)cc1	-22	8	0	0	1	-1	9	10
Additional structures:
SMILES	Gli-Sufu block	EBI2 antag	CXCR6 inh	APJ antag	APJ agonist	UBC13 polyUb	CCR6 antagonist	ATG4B inh
c1ccc2c(c1)OCC(c1csc3ncnc(N4CCOCC4)c13)O2 (centres undefined)	4	2	-8	-20	-4	6	10	5
O=C(Nc1ccc2nc(-c3ccccn3)c(-c3ccccn3)nc2c1)N1CCOCC1	-2	-8	5	-24	-1	3	11	-11
Nn1c(SCc2ccccc2)nnc1C1CCCCC1	-19	10	-5	-18	-5	0	-4	-4
COCCNC(=O)C(c1ccc(Cl)cc1)N(CCOC)C(=O)CCC(=O)Nc1ccccn1 (centres undefined)	11	-5	-3	22	1	-2	-3	-6
CCN(Cc1ccccc1)C(=O)c1cc(COc2c(F)cccc2F)on1	7	-2	1	-5	-5	0	16	20
O=C(Nc1ccccc1F)C(=O)c1cn(CC(=O)N2CCCCC2)c2ccccc12	-6	-8	-3	10	-1	4	11	-2
CC(NCCOCCOc1ccccc1)c1ccccc1 (centres undefined)	14	-1	10	-14	-2	-7	20	-1
O=C(O)c1cc(=O)[nH]c2c(Cl)cccc12	4	-3	1	5	0	-2	-5	-1
